Assay outcomes (PubChem)
inhibitors of VEEV – inhibitors of VEEV TC-83 cytopathic effect, confirmation, Vero cells (AID 588727) | Vero cells, VEEV TC-83 cytopathic effect inhibition; higher % means a stronger effect | inhibition, % at 20 µM, or IC50 in µM where a hit was titrated | actives 0.13% (n = 350,000); in the data active = a potency from the dose series; inconclusive = inhibition mostly from about 14% at the one dose, without a potency; inactive = the rest, 99 in 100 with inhibition below about 12%; also: strong numbers were not always called active
An asterisk follows results filed as active; i = inactive; ? = inconclusive. These rows are one share of the data; count on the stated rates, not on these rows.

SMILES | inhibitors of VEEV
CC(=Nc1ccccc1)C1=C(O)C(Cc2cccc(F)c2)NC1=O (centres undefined) | 12%
COc1ccc(-c2ccc3c(c2)S(=O)(=O)c2cccc(C(=O)N4CCN(c5ccccn5)CC4)c2C3=O)cc1OC | 7.5%
CCCCCCN1C[C@@H](O)[C@H](n2cc(-c3ccc(F)cc3)nn2)C[C@@H]1c1ccc(C)cc1 | 0.2%
CCN(CC)C(=O)C1=C(C)N(CCCN2CCCC2=O)C(=O)C(CC(=O)NCc2ccco2)C1 (centres undefined) | i
O=S1(=O)CCN(CCCc2ccccc2)CC1 | 0.7%
O=C(NCc1cccnc1)c1cc(C(=O)NCc2cccnc2)cc([N+](=O)[O-])c1 | 0.5%
Nc1ccc(Oc2ccc(N)c([N+](=O)[O-])c2)cc1[N+](=O)[O-] | 3.7%
C[C@H]1CN([C@@H](C)CO)C(=O)c2cc(Br)cnc2O[C@H]1CN(C)S(=O)(=O)c1cccs1 | 0.6%
CC1=NC(=O)C(N=Nc2ccccc2C(=O)O)N1c1ccccc1 (centres undefined) | 7.7%
Cc1cscc(C)c1=S | 0.9%
CC(C)(C)c1csc(NC(=O)CCS(=O)(=O)c2ccc(F)cc2)n1 | 1.1%
O=C(CCc1nc2ccccc2c(=O)[nH]1)Nc1ccccc1N1CCCCC1 | 2.5%
CCOc1ccc(CN(C)C(=O)c2cccc(S(=O)(=O)Nc3ccccc3OC)c2)cc1OC | i
CC(C)Oc1ccc(C(=O)N2CCC(CCC(=O)NC3CC3)CC2)cc1 | 0.2%
CC1=C(C(=O)N(C)C)CC(CC(=O)NCc2cccc3ccccc23)C(=O)N1Cc1ccccc1 (centres undefined) | 1.6%

Exported as a markdown table: 5 of the compounds above.
| mol | inhibitors of VEEV |
| --- | --- |
| CC1=NC(=O)C(N=Nc2ccccc2C(=O)O)N1c1ccccc1 (centres undefined) | 7.7% |
| CC(C)Oc1ccc(C(=O)N2CCC(CCC(=O)NC3CC3)CC2)cc1 | 0.2% |
| O=S1(=O)CCN(CCCc2ccccc2)CC1 | 0.7% |
| Cc1cscc(C)c1=S | 0.9% |
| CCOc1ccc(CN(C)C(=O)c2cccc(S(=O)(=O)Nc3ccccc3OC)c2)cc1OC | i |

Next part.
SMILES | inhibitors of VEEV
COC(=O)C1=C/CCCN(C(c2ccccc2)c2ccccc2)/C=C\1C(=O)OC | i
Cc1cn([C@H]2C[C@H](O)[C@@H](CNC=O)O2)c(=O)[nH]c1=O | 1.5%
COc1ccc(C(=O)NC(C(=O)N2CCN(C/C=C/c3ccccc3)CC2)C(C)C)cc1 (centres undefined) | i
COC(=O)/C(=C/c1cn(C(C)=O)c2ccccc12)[N+](=O)[O-] | 0.2%
Cc1ccc(C(=Cc2ccc([N+](=O)[O-])cc2)C(=O)O)cc1 | i
COC(=O)C12CCc3cc(OC)ccc3C1=CC(=O)C2 (centres undefined) | 0.5%
CCN1C(=O)[C@H]2[C@@H](c3ccc(OC)cc3)N[C@]3(CCCN(Cc4ccc(OC)cc4)C3=O)[C@H]2C1=O | 2.3%
Cc1cn([C@H]2C[C@H](O)[C@@H](CNCc3cccn3-c3nccs3)O2)c(=O)[nH]c1=O | i
COc1ccc(S(=O)(=O)N2CCCC(C(=O)NCc3cccnc3)C2)cc1C (centres undefined) | i
COc1ccccc1CNC(=O)C[C@@H]1C[C@H]2c3cc(N(C)C)ccc3O[C@H]2[C@H](CO)O1 | i
CCN(CC)CCCNC(=O)CNC(=O)c1nn(-c2ccc(OC)cc2OC)c(=O)c2ccccc12 | 7.0%
Cc1ccccc1S(=O)(=O)N(C)C[C@H]1OCc2cnnn2CCCC(=O)N([C@@H](C)CO)C[C@H]1C | 1.0%
O=C(CCc1nnc(Cc2c[nH]c3ccccc23)o1)NCCC1CCCCO1 (centres undefined) | 2.5%
CC(C)NC(=O)N(C)C[C@@H]1OCc2cnnn2CCCC(=O)N([C@@H](C)CO)C[C@H]1C | i
CN(CC(=O)NCC1CCCO1)S(=O)(=O)c1ccc2ccccc2c1 (centres undefined) | 1.5%
CC(C)(C)OC(=O)NCCCCCNC(=O)c1[nH]cnc1C(=O)Nc1cc(Br)ccc1F | 9.2%
COc1ccc(CC(=O)OCC(=O)Nc2ccc3[nH]c(=O)[nH]c3c2)cc1OC | i
COc1ccc(S(=O)(=O)N2CCN(c3ccccc3)CC2)cc1OC | i
O=C(c1ccccc1)C1CC1c1ccccc1 (centres undefined) | i
COc1cccc(S(=O)(=O)N(C)C[C@H]2Oc3cc(Br)ccc3S(=O)(=O)N([C@@H](C)CO)C[C@H]2C)c1 | 3.4%
COc1ccc(C(=O)OCc2ccccc2C#N)cc1S(=O)(=O)N1CCOCC1 | 3.5%
O[C@H]1CN(CC2CCCCC2)[C@@H](c2ccccc2)C[C@@H]1n1cc(C2CC2)nn1 | i
COc1ccc([C@H]2C(C#N)=C([S-])N[C@](C)(O)[C@@H]2[n+]2ccccc2)cc1 | 4.0%
CCN(CC)C(=O)C1=C(C)N(CCC2=CCCCC2)C(=O)C(CC(=O)NCCN2CCOCC2)C1 (centres undefined) | i
COc1cccc(C#Cc2ccc3c(c2)O[C@H](CN(C)S(=O)(=O)c2ccccc2F)[C@H](C)CN([C@H](C)CO)S3(=O)=O)c1 | 6.3%
O=C(CC(NC(=O)OCc1ccccc1)c1nn[nH]n1)OCc1ccccc1 (centres undefined) | 1.2%
COc1cc(NC(=O)C2=C(C)OCCS2)c(Cl)cc1C(=O)NCCCN1CCCC(C)C1 (centres undefined) | 69%
C[C@H](O)CNC(=O)c1[nH]cnc1C(=O)Nc1cccc(Cl)c1 | 0.1%
O=C(NCC(=O)N1CCN(Cc2ccccc2)CC1)c1ccccc1Cl | 0.1%
CSc1ncnc2c1ncn2CCCNCC(c1ccccc1)c1ccccc1 | i
COc1ccc(NC(=O)C[C@H]2C(=O)N(c3ccc(Br)cc3)C[C@@H]2C)cc1 | 0.4%
O=C(CSc1ccccc1F)NC(=O)NC1CCCC1 | 2.2%
C[C@H](CO)N1C[C@H](C)[C@@H](CN(C)Cc2ccc(C(=O)O)cc2)Oc2ncc(-c3ccc(C(=O)N(C)C)cc3)cc2C1=O | 0.1%
COc1ccc(-c2ccc(CN3C(C)C(=O)N(Cc4cn(Cc5ccco5)nn4)CCS3(=O)=O)cc2)cc1 (centres undefined) | 7.2%
Cc1ccc([C@H]2C[C@@H](n3cc(-c4ccc(F)cc4)nn3)[C@H](O)CN2Cc2cccs2)cc1 | i
COc1ccc(-c2ccc(CN3C(C(C)C)C(=O)N(Cc4cn(CC5CCCCC5)nn4)CCS3(=O)=O)cc2)cn1 (centres undefined) | i
COc1ccc(-c2cc3nc(-c4ccccc4)cc(N4CCN(C(=O)c5ccsc5)CC4)n3n2)cc1 | 6.7%
CCOC(=O)c1cccc(C2=C(CNC(=O)c3ccncc3)[C@H]3CC[C@@H](C2)N3Cc2ccccc2)c1 | i
CC(C)C1C(=O)N(Cc2cn(CC3CCCCC3)nn2)CCS(=O)(=O)N1Cc1ccc(-c2ccncc2)cc1 (centres undefined) | 1.2%
O=C(C[C@@H]1C[C@H]2c3cc(NC(=O)C4CCC4)ccc3O[C@H]2[C@@H](CO)O1)NCc1ccc(-c2ccccc2)cc1 | 1.0%
O=C1CC(c2ccccc2)NC(=S)N1 (centres undefined) | i
O=C(Nc1cccc2ccccc12)NC1CC1 | i
CC1(C)N=C(N)N=C(N)N1c1cccc(CC(=O)Nc2ccccc2)c1 | i
Cn1nnnc1SCCNC(=O)C1CCC(=O)N(Cc2cccc(C(F)(F)F)c2)C1 (centres undefined) | i
COc1ccc(NC(=O)c2c(C)noc2C)cc1S(=O)(=O)N1CCCCC1 | i

Laid out differently: entries from further up.
SMILES,inhibitors of VEEV
COc1ccc(-c2ccc(CN3C(C)C(=O)N(Cc4cn(Cc5ccco5)nn4)CCS3(=O)=O)cc2)cc1 (centres undefined),7.2%
CC1(C)N=C(N)N=C(N)N1c1cccc(CC(=O)Nc2ccccc2)c1,i

New compounds follow.
SMILES | inhibitors of VEEV
CC1(C)Oc2cc3oc(C(=O)O)cc(=O)c3cc2-c2ccccc21 | i
Cn1nc(C(=O)OCC(=O)NCc2ccc(Cl)cc2Cl)c2ccccc2c1=O | 1.9%
COc1cccc(CN(C)CCCn2cnc3c(OC)ncnc32)c1 | i
CC1(C)Cc2c(cnn2-c2ccc(F)cc2)C(NC(=O)C2=CC(=O)CC(C)(C)O2)C1 (centres undefined) | 2.3%
CN(C)CCC1(c2ccccc2)CCN(C)C1=O (centres undefined) | 1.6%
C[C@@H]1CN([C@H](C)CO)C(=O)CCCn2nncc2CO[C@H]1CN(C)C(=O)c1ccc2ccn(C)c2c1 | 0.9%
CC(=O)c1ccc(NC(=O)CN2CCC(NC(=O)c3ccccc3C)CC2)cc1 | 0.7%
COc1ccc(CN(C)C(=O)c2ccc(OCC(=O)Nc3cccc(C(F)(F)F)c3)c(OC)c2)cc1 | 4.6%
CCN(CC)c1nc(C=Cc2ccc(N(C)C)cc2)c2nccnc2n1 | 9.7%
FC(F)(F)c1cccc(NC2=NCCS2)c1 | i
O=S(=O)(CCN1CCN(c2ccccc2O)CC1)c1ccc(Cl)cc1 | i
C[C@H](CO)N1C[C@H](C)[C@@H](CN(C)S(=O)(=O)c2ccc(Oc3ccccc3)nc2)OCc2cn(nn2)CCCC1=O | 0.5%
CCOC(=O)c1cccc(C2=C(CNC(=O)c3nccs3)[C@H]3CC[C@@H](C2)N3Cc2ccccc2)c1 | 0.1%
CCc1ccc(/C=C2\SC(=S)N(CCCC(=O)N3CCCC3)C2=O)cc1 | 11%
Clc1ccc2c(c1)-c1ccccc1C1=NCCN12 | 0.4%
Cc1ccc2nc(N)nnc2c1 | 0.1%
Cc1ccc(-c2nc3ccc(Br)cn3c2CC(C)(C)C)cc1 | i
C[C@H]1CN([C@@H](C)CO)C(=O)c2cc(-c3cccc(F)c3)cnc2O[C@@H]1CN(C)S(C)(=O)=O | 1.1%
COc1ccccc1C(=O)NNC(=O)CN(C)S(=O)(=O)c1ccc(Cl)cc1 | i
Cc1ccccc1CC(=O)N1CCC(CCC(=O)NC2CC2)CC1 | 1.1%
CC1(c2cccc(Br)c2)NC(=O)N(CC(=O)Nc2ccc(N3CCCCC3)cc2)C1=O (centres undefined) | 6.2%
COc1ccc(S(=O)(=O)N(C)C[C@H]2Oc3ncc(C#CC4(O)CCCC4)cc3C(=O)N([C@@H](C)CO)C[C@@H]2C)cc1 | 0.8%
Cc1cc(C(=O)COC(=O)c2ccc(NC(=O)CC#N)cc2)c(C)n1CC(F)(F)F | 3.3%
COC1=C(Br)C(=O)c2nc(C)ccc2C1=O | 2.5%
O=C(CSc1nnc(COc2ccc(Cl)cc2)o1)N(c1ccccc1)C1CCS(=O)(=O)C1 (centres undefined) | 0.8%
COc1ncnc2c1ncn2CCCNCC(c1ccccc1)c1ccccc1 | 0.0%
CC(=O)C1=C(O)C(=CC=Cc2ccccc2)OC1=O | i
COc1ccc2c(c1)CCC1(C)CC(=O)C=C21 (centres undefined) | i
CC1(C)CN(C2CCCCC2)C(=O)[C@H]1CC(=O)Nc1ccccc1 | i
COC(=O)c1ccccc1NC(=O)CSc1nc2ccsc2c(=O)n1CCCCC(=O)O | 0.7%

Random excerpt: five compounds from above
SMILES | inhibitors of VEEV
COc1ccc2c(c1)CCC1(C)CC(=O)C=C21 (centres undefined) | i
Cc1ccccc1CC(=O)N1CCC(CCC(=O)NC2CC2)CC1 | 1.1%
COC1=C(Br)C(=O)c2nc(C)ccc2C1=O | 2.5%
CC1(c2cccc(Br)c2)NC(=O)N(CC(=O)Nc2ccc(N3CCCCC3)cc2)C1=O (centres undefined) | 6.2%
Cc1cc(C(=O)COC(=O)c2ccc(NC(=O)CC#N)cc2)c(C)n1CC(F)(F)F | 3.3%

(listing goes on)
SMILES | inhibitors of VEEV
CC(C)C1C(=O)N(Cc2cn(CCC3OCCO3)nn2)CCS(=O)(=O)N1Cc1ccc(-c2cccc(N(C)C)c2)cc1 (centres undefined) | 1.9%
Cc1ccc(S(=O)(=O)N2C[C@H]3C(=O)C[C@@H](c4ccc(Cl)cc4)N(S(=O)(=O)c4ccccc4C)[C@H]3C[C@H]2c2cccc(Cl)c2)cc1 | i
CCc1ccc(-c2ccc(SCC(=O)NC3CCCC3)nn2)cc1 | 0.2%
O=C(CSc1nnc2ccc(-c3ccccn3)nn12)Nc1ccc(F)cc1 | 0.8%
Cc1ccc([C@H]2C[C@H](O)[C@@H](n3cc(C4CC4)nn3)CN2CC2CCCCC2)cc1 | 0.0%
CC1C(=O)N(Cc2cn(CCC3OCCCO3)nn2)CCS(=O)(=O)N1Cc1ccc(-c2cccc(CO)c2)cc1 (centres undefined) | 0.4%
C[C@H](CO)N1C[C@H](C)[C@@H](CN(C)Cc2ccc3c(c2)OCCN3C)OCc2cnnn2CCCC1=O | 0.9%
Cc1c(Cl)cccc1NC(=O)CSc1nc(=O)n(CCCN2CCOCC2)c2c1CCCC2 | 1.9%
C[C@@H]1CN([C@H](C)CO)C(=O)CCCn2nncc2CO[C@H]1CN(C)S(=O)(=O)c1ccc(Oc2ccccc2)nc1 | i
Cc1cccc(-c2n[nH]nc2C2=CC(=O)CC(C)(C)C2)c1 | 3.5%
Nc1ccccc1SC(CC(=O)c1ccccc1)c1ccc([N+](=O)[O-])cc1 (centres undefined) | ?
Cc1cc(=O)[nH]c(NNC(=O)c2ccc(Cl)cc2)n1 | 2.1%
O=C(c1ccc2ccccc2c1O)N1CCCCC1 | 0.1%
CCOC(=O)c1ccc(NC(=O)Nc2nc3ccccc3s2)cc1 | i
C[C@@H]1CN([C@@H](C)CO)C(=O)CCCn2cc(nn2)CO[C@H]1CN(C)S(=O)(=O)c1ccc(Oc2ccccc2)nc1 | 0.9%
O=c1c2ccccc2[nH]c(=S)n1-c1cccc(Cl)c1 | 1.7%
COC(=O)[C@H]1C[C@H](OC(=O)NCc2ccco2)[C@@]2(O)CN(S(=O)(=O)c3ccc(C)cc3)CC2[C@H]1C(=O)OC (some centres undefined) | 2.3%

Taken from above:
`O=c1c2ccccc2[nH]c(=S)n1-c1cccc(Cl)c1` in inhibitors of VEEV is listed with 1.7%
`COC(=O)[C@H]1C[C@H](OC(=O)NCc2ccco2)[C@@]2(O)CN(S(=O)(=O)c3ccc(C)cc3)CC2[C@H]1C(=O)OC` (some centres undefined) in inhibitors of VEEV is listed with 2.3%
